From PubChem BioAssay
POLK inh: blocks human DNA polymerase kappa activity; purified Pol kappa, fluorescent DNA synthesis assay, 10 min; Potency, µM (titrated, usually from 107 µM), without a hit: at the top dose activity, negative = inhibition, most hits filed as inhibitors; 400,000 tested, 0.53% active; AID 588579; also: potency is read from the fitted curve at half-maximal effect; % is scaled to controls: 0 for no effect and ±100 for the full control effect
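50 nM final substrate added after 15 min RT preincubation of 10 nM Pol kappa with compound; fluorescence read at 0 and 10 min.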
Anesthetic bind: candidate novel general anesthetic via apoferritin binding; P02791; Potency, µM (titrated, usually from 77.5 µM), for inactives: top-dose activity change, negative = displacement, usual class: inhibitors; apoferritin/1-aminoanthracene competitive binding, fluorescence; 350,000 tested, 0.074% active; also: potency is read from the fitted curve at half-maximal effect; % is scaled to controls: 0 for no effect and ±100 for the full control effect; nearly all actives have a fitted effect of over 20% in size
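Apoferritin-based anesthetic binding model; compound displacement of fluorescent 1-AMA measured as endpoint fluorescence after 10 minutes at room temperature, scaled to free-ligand and complex controls.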
ERG-DNA inh: inhibitors of human ERG Ets domain-DNA interaction | fluorescence polarization, His-ERG Ets domain / labelled DNA | AID 624246 | P11308 | Potency, µM (titrated, usually from 76.9 µM), for the others: at the top dose FP activity, negative = inhibition, actives largely listed as inhibitors | 370,000 tested, 0.028% active; active = well fitted inhibition curve with a large enough effect in the polarisation, with a control signal flat; inconclusive = small, poorly fitted or top-dose-only effect, or effect the other way, or a change in a side signal; inactive = no such curve, though single readings can be large or run the other way; the % refers to the polarisation;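 also: polarization taken with two DNA probes labelled with fluorescein and Texas red; potency is read from the fitted curve at half-maximal effect; % of control where 0% means no effect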
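His-tagged ERG Ets domain (1 uM in the protein solution; 300mM KCl, 50mM Tris-HCl, 1mM EDTA, 1mM DTT, pH 7.5) received compound, then a probe mix of 5 nM fluorescein-DNA and 100nM Texas-615-DNA. Fluorescence polarization was read for both dyes.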
LDHA inh: inhibitors of human lactate dehydrogenase A; P00338; purified LDHA, NADH/diaphorase-resazurin fluorescence; stronger effect = lower value; activity change, % (values are at about 110 or 230 µM); 480,000 tested, 0.15% active; in the data active = activity change below about -30%; inconclusive = mostly about -25% to -30%;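 also: plate controls were DMSO wells for no effect and wells without enzyme for full effect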
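Enzyme activity of human lactate dehydrogenase 5 (2 nM; 0.06 mM NADH, 0.2 mM pyruvate, 5 min, RT) is measured via a resazurin/diaphorase fluorescence readout of residual NADH.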
Pol eta inh: inhibitors of human DNA polymerase eta; AID 588591; 390,000 tested, 1.2% active; Q9Y253; recombinant Pol eta, fluorescent DNA replication assay; Potency, µM (top dose mostly 114 µM), without a hit: at the top dose activity change, negative = inhibition, actives largely listed as inhibitors; also: potency is read from the fitted curve at half-maximal effect; % is scaled to controls: 0 for no effect and ±100 for the full control effect
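Pol eta at 10 nM preincubated with compounds 15 min at room temperature; reaction started with fluorescent substrate (50 nM final) and read kinetically at 0 and 10 min.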
POLB inh: inhibitors of human DNA polymerase beta; Pol beta primer extension/strand displacement, fluorescence kinetic; Potency, µM (doses to about 114 µM), for the others: at the top dose activity change, negative = inhibition, most hits filed as inhibitors; 340,000 tested, 1.3% active; AID 485314; also: potency is read from the fitted curve at half-maximal effect; % is scaled to controls: 0 for no effect and ±100 for the full control effect
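Reaction started by 50 nM substrate onto compound-treated Pol beta (10 nM, 15 min preincubation, room temperature); plates read at 0 min and 10 min. Normalized concentration-effect data fitted by four-parameter Hill equation.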
12-LOX inh: ALOX12 (human) lipoxygenase inhibition; P18054; purified 12hLO, xylenol orange hydroperoxide absorbance; Potency, µM (highest dose often 108 µM), for the others: top-dose activity change, negative = inhibition, most hits filed as inhibitors; 580,000 tested, 1.1% active; also: potency is read from the fitted curve at half-maximal effect; % is scaled to controls: 0 for no effect and ±100 for the full control effect
Target sequence (P18054 whole entry, looked up): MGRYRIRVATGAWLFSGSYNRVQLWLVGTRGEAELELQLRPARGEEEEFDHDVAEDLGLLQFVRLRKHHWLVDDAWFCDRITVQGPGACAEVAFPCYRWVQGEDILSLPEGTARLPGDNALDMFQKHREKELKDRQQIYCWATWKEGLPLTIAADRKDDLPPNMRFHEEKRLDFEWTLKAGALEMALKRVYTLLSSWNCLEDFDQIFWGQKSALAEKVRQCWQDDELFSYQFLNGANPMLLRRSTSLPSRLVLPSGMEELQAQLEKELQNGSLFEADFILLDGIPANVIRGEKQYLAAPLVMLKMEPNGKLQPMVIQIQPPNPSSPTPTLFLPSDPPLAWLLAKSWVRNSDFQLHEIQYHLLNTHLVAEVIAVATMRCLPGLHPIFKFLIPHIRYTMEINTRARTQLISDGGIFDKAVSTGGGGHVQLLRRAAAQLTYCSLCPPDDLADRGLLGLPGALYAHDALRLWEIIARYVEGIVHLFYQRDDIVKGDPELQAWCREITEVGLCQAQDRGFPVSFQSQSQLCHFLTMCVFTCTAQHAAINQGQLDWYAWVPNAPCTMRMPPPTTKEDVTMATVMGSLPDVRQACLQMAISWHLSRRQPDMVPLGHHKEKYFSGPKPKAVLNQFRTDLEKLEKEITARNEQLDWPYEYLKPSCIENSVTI
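Hydroperoxide product was detected by ferrous iron/xylenol orange as the 573 to 405 nm absorbance ratio. Arachidonic acid at 40 uM (final) was turned over for 30 min at room temperature by 150 nM human 12hLO, pH 7.0 Hepes buffer, after 15 min compound preincubation.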
RGS4 inhibitor: inhibitors of human regulator of G protein signaling 4; P49798; Transcreener GDP fluorescence polarization, RGS4-accelerated GTP hydrolysis; Potency, µM (top dose mostly 114 µM), for inactives: top-dose activity change, negative = inhibition, most hits filed as inhibitors; 390,000 tested, 0.039% active; also: potency is read from the fitted curve at half-maximal effect; % is scaled to controls: 0 for no effect and ±100 for the full control effect; nearly all actives have a fitted effect of over 75% in size; some results filed as inactive show a strong effect at the top dose
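MLSMR compounds (23 nl, pin-transferred) preincubated 10 min at room temperature with a 500nM (2x) first reagent, then RGS4 at 900nM (2x) plus Transcreener GDP mix added; fluorescence polarization (620/688 nm) read before and after 90 min at 30 °C.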
APEX1 inh: APE1 (human) endonuclease inhibition; P27695; AID 2517; Potency, µM (top dose mostly 65.8 µM), for inactives: at the highest dose activity change, negative = inhibition, actives largely listed as inhibitors; 350,000 tested, 0.35% active; recombinant APE1, TAMRA/BHQ-2 abasic DNA cleavage fluorescence;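 also: potency is read from the fitted curve at half-maximal effect; plate controls were vehicle for no effect and reference inhibitor for full effect; nearly all actives have a fitted effect of over 55% in size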
Target sequence (P27695 whole entry, looked up): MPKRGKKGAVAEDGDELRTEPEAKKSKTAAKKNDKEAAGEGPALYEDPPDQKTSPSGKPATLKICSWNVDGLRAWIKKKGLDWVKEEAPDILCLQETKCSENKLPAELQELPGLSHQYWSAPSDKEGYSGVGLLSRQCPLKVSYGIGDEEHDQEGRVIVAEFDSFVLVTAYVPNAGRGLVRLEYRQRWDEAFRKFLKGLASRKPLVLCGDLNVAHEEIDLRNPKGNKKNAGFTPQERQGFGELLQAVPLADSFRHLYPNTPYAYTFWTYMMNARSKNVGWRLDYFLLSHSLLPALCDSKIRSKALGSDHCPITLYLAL
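Readout is kinetic fluorescence (ex 525, em 598 nm) from cleavage of 50 nM TAMRA/BHQ-2 THF abasic duplex by 0.75 nM APE1, compound added 15 min beforehand at RT.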
An asterisk follows results filed as active; ? = inconclusive; / = not tested or not shown; & = joins results of further samples; [ ] = dose if it differs, or a comment. Unless noted, calls follow the shape of the dose curve; as a rule, active = well fitted curve in the direction sought with a large enough effect; inconclusive = small, poorly fitted or top-dose-only effect, or another doubt; inactive = no such curve, though single readings can be large; an effect the other way counts as inactive or inconclusive.

Each structure is followed by: 12-LOX inh	LDHA inh	APEX1 inh	Pol eta inh	ERG-DNA inh	POLK inh	Anesthetic bind	POLB inh	RGS4 inhibitor
CCN(CC)c1ccc(NS(=O)(=O)c2cc3[nH]c(=O)c(=O)[nH]c3cc2C)c(C)c1
  45µM*	33	/	-24%	1%	?	-16%	50µM*	?
COC(=O)c1ccc(NC(=O)CCc2nnc3ccc(NCc4ccco4)nn23)cc1
  2%	0	-13%	?	2%	?	-3%	?	23%[11.4 µM]
CC(=O)CSc1nnc2[nH]c(=O)cc(N)n12
  6%	-6	/	-16%	-4%	-1%[60.1 µM]	-2%	-1%	-1%
O=C(CCCOc1ccccc1)N1CCc2ccccc2C1
  0%	6	3%	-2%	1%	-10%	-18%	21%	-11%[11.4 µM]
COc1cccc(/C=C2\SC(=O)N(CC(=O)NC3C=CS(=O)(=O)C3)C2=O)c1 (stereo not given)
  7%	-14	1%	-6%	6%	-18%	-1%	30%[activator]	16%
O=C(/C=C/c1ccccc1)NC(=S)NNC(=O)c1cccnc1
  0%	5	2%	-7%	-2%	5%	-15%	28%	?
COc1ccc(-c2[nH]ncc2N=Nc2ccccc2)cc1
  -29%	-8	-8%	?	-10%	-11%	-17%	-10%	6%
O=C(O)c1ccc(-n2nc(C(F)(F)F)cc2-c2cccs2)cc1
  -24%	-5	61%[activator]	-17%	-2%	15%	5%	-16%	-20%
COc1ccccc1C(=O)Nc1nnn(C)n1
  -20%	-7	-3%	0%	0%	-2%	-5%	6%	15%
Cc1cc(Cl)ccc1C(=O)C1CCCN(C(=O)c2cnn(C(C)C)c2)C1 (stereo not given)
  -11%	-3	17%	-14%	-6%	5%	1%	89%	2%
CN(C)S(=O)(=O)c1ccc(N2CCCC2)c(C(=O)Nc2ccccc2F)c1
  8%	-4	17%	-23%	0%	-2%	/	/	17%
Cc1ccc(N2CC(C(=O)Nc3ccc4c(c3)OCO4)CC2=O)cc1C (stereo not given)
  -14%	-3	20%	-3%	-7%	-20%	-14%	?	12%
Cc1ccc(Cn2nc(C)c(NC(=O)C3(C)CC3(Br)Br)c2C)cc1 (stereo not given)
  -8%	-1	1%	-9%	-5%	-7%	-21%	-19%	18%
O=C(Oc1ccc(-c2ccccc2)cc1)C1C2CCCCC21 (stereo not given)
  11%	-11	0%	-14%	-7%	-9%	1%	1%	7%
O=C(Nc1cc(=O)[nH]c(=O)[nH]1)c1cccc(C(F)(F)F)c1
  0%	-3	0%	-13%	9%	1%	-5%	9%	-5%

A different layout for some results above:
SMILES	12-LOX inh	LDHA inh	APEX1 inh	Pol eta inh	ERG-DNA inh	POLK inh	Anesthetic bind	POLB inh	RGS4 inhibitor
O=C(/C=C/c1ccccc1)NC(=S)NNC(=O)c1cccnc1	0%	5	2%	-7%	-2%	5%	-15%	28%	?
CC(=O)CSc1nnc2[nH]c(=O)cc(N)n12	6%	-6	/	-16%	-4%	-1%[60.1 µM]	-2%	-1%	-1%

(further entries)
Each structure is followed by: 12-LOX inh	LDHA inh	APEX1 inh	Pol eta inh	ERG-DNA inh	POLK inh	Anesthetic bind	POLB inh	RGS4 inhibitor
COc1ccc(OC)c(-c2csc3nnc(SCC(=O)Nc4ccc(NC(C)=O)cc4)n23)c1
  3%	-2	-4%	-12%	-4%	-7%	-12%	-1%	6%
Cc1cc(C)n(-c2ccc(C(=O)Nc3ccc4c(c3)OCCO4)cc2)n1
  55%[activator]	5	2%	-3%	-1%	-5%	-21%	1%	-3%
O=C(NC1CCCCCC1)C1CCN(C(=O)c2ccc(Cl)cc2)CC1
  240%[activator]	-6	0%	-8%	2%	5%	/	/	10%
CC(C)[C@H](NC(=O)c1ccccc1)C(=O)OCC(=O)NCC1CCCO1 (stereo not given in full)
  -6%	0	9%	-4%	-15%	-3%	/	/	-3%
CCn1cc(S(=O)(=O)c2ccc(C)cc2)c(=O)c2cc(F)c(N3CCN(C)CC3)cc21
  9%	1	32%[activator]	2%	-11%	2%	-10%	?	-25%
CCOCCCn1c(SCC(=O)Nc2oc(C)c3c(C)n[nH]c(=O)c23)nnc1-c1ccncc1
  -11%	3	5%	-2%	16%	8%	/	/	14%
CCCCNC(=O)/C(=C/c1ccco1)NC(=O)c1ccco1
  15%	-2	-1%	-16%	9%	-20%	1%	12%	-3%
COC(=O)c1cc2c(s1)-c1ccccc1OC2
  -6%	0	-1%	-21%	4%	-13%[60.1 µM]	781%[activator]	11%	4%
Cc1nn(C2CCS(=O)(=O)C2)c(C)c1CN(C)C(=O)c1ccc(S(=O)(=O)N(C)C)cc1 (stereo not given)
  2%	-1	40%	-14%	-8%	0%	/	/	2%
CCOC(=O)c1ccc(-c2c(-c3cc(OC)c(OC)c(OC)c3)noc2C)cc1F
  -5%	0	-10%	-19%	9%	-28%&-4%	4%	8%	-14%
COC(=O)c1cnc(Oc2ccc(NC(=O)NC(=O)c3c(OC)cccc3OC)cc2)cc1C(F)(F)F
  392%[activator]	-5	14%	-15%	8%	-5%	-12%	38%	-25%
CCN(CC)c1cnn(C/C(=N\OC)c2ccc(Cl)cc2)c(=O)c1Br
  153%[activator]	1	1%	-3%	2%	-6%	?	1%	2%
COc1ccc(OCCC(=O)OCC(=O)NC(=O)NC(C)C)cc1
  -2%	-9	16%	-13%	-8%	-15%	-9%	3%	-3%
CCOc1ccc(NC(=O)CC2C(=O)N(CC)C(=S)N2NC(=O)c2ccncc2)cc1 (stereo not given)
  8%	-8	1%	-8%	-11%	-2%	-7%	-3%	7%
CS(=O)(=O)Oc1ccc(Br)c2cccnc12
  -9%	1	3%	-13%	-10%	-1%	0%	30%	5%

Further records.
Each structure is followed by: 12-LOX inh	LDHA inh	APEX1 inh	Pol eta inh	ERG-DNA inh	POLK inh	Anesthetic bind	POLB inh	RGS4 inhibitor
CCCNC(=O)NC(=O)CSc1nncs1
  0%	2	?	-14%	2%	3%	-2%	19%	-21%
Cc1nc(-c2ccccc2)sc1-c1ccc(SCC(=O)NCc2ccccc2)nn1
  -16%	-4	/	-13%	2%	-17%	-4%	-2%	-22%
CC12CCC(C(=O)NC3CCCC3)(CC1=O)C2(C)C (stereo not given)
  7%	-5	0%	4%	3%	-13%	-12%	-7%	11%
CC(=O)Nc1cccc(NC(=S)Nc2cccc(Cl)c2Cl)c1
  -7%	-2	-2%	-3%	0%	-10%	-22%	?	-11%
C[C@@H]1C[C@H]2[C@@H]3C[C@H](F)C4=CC(=O)C=C[C@]4(C)[C@@]3(Cl)[C@@H](O)C[C@]2(C)[C@H]1C(=O)COC(=O)C(C)(C)C
  5%	-4	13%	-16%	7%	-4%	/	/	2%
Cc1ccc(C(=O)COC(=O)c2c(C)cc(=O)oc2C)cc1[N+](=O)[O-]
  -20%	19	?	-11%	-6%	-5%	-7%	23%	-18%
O=C(NCc1nnc(SCC(=O)N2CCCC2)o1)c1c(F)cccc1F
  21%	-6	20%	-7%	1%	-20%	-3%	25%	3%
COc1ccccc1NC(=O)N1CCN(C(=O)c2ccco2)CC1
  -2%	-4	16%	-18%	-3%	1%	2%	45%	-4%
COc1cc(F)ccc1S(=O)(=O)N1CCN(C23CC4CC(CC(C4)C2)C3)CC1
  -19%	-4	15%	-14%	3%	-4%	?	35%	-13%
Cc1ccc(-c2nnc3c(C(F)(F)F)nc4ccccc4n23)cc1
  0%	-1	-3%	3%	-14%	-17%	-12%	0%	6%
COc1ccc2cc(C(C)C(=O)Nc3cccc(S(=O)(=O)N(C)C)c3)ccc2c1 (stereo not given)
  ?	1	-16%	-25%	5%	-14%	-3%	46%	-24%
CN1CCN(c2nc(-c3ccc(Cl)s3)cs2)CC1
  8.9µM*	6	-4%	-14%	10%	-9%	-4%	-12%	?
CC(C)(C)c1ccc(C(=O)OCCN2CCCCC2)cc1
  5%&-89%	1&-24	3%	-2%	11%	9%	12%	34%	-9%
Cc1ccc(S(=O)(=O)c2cnc(-c3ccccc3)nc2N2CCN(C)CC2)cc1
  3%	-4	7%	-16%	-4%	-14%	-6%	-3%	7%
CCc1cc2c(N3CCCCC3)ncnc2s1
  28µM*	-3	4%	-18%	6%	-9%	-17%	-6%	-21%

Carrying on.
Each structure is followed by: 12-LOX inh	LDHA inh	APEX1 inh	Pol eta inh	ERG-DNA inh	POLK inh	Anesthetic bind	POLB inh	RGS4 inhibitor
COc1ccc2c(CNCc3cccs3)c(C(=O)O)n(Cc3cccc(F)c3)c2c1
  -18%	-4	/	-10%	3%	-1%	-14%	15%	-10%
COc1ccc(C(=O)O/N=C(\N)c2ccc(Cl)cc2)cc1
  24%	-9	31%	3%	11%	-8%	-5%	-20%	52%
C/C(=N\Nc1nc2ccccc2s1)c1cccs1
  ?	3	7%	-28%	-4%	-1%	-12%	4%	7%
Nc1c(C(=O)c2ccc3c(c2)OCO3)sc(Nc2ccccc2F)c1S(=O)(=O)c1ccccc1
  -38%	-7	/	-1%	9%	-7%[60.1 µM]	109%[activator]	6%	-17%
Cn1c(=O)n(-c2ccc(Cl)cc2)c(=O)c2c3c(sc21)COC(C)(C)C3
  0%	-2	?	-9%	3%	3%	-6%	?	-26%

This is a subset, so the mix of outcomes need not match the whole.
